Screens from PubChem BioAssay.
ABHD5 PLIN5 PPI: ABHD5-PLIN5 interaction inhibitors, primary screen, cell lysate, split luciferase complementation, luminescence; Perilipin-5 (Homo sapiens) + 1-acylglycerol-3-phosphate O-acyltransferase ABHD5 (Homo …; Split G. princeps luciferase complementation, 4 h; inhibition, % at 4 µM; hit rate 0.78% among 360,000; AID 602281, 2012;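 active means inhibition above the mean inhibition across every tested compound plus 3 SD, cut at about 22% in these data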;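 further: 0% = DMSO only wells and the 100% control is not disclosed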
SRC2 inh: inhibition of GAL4-SRC2 driven luciferase reporter, primary screen, SRC2 inhibitor project, cell-based, luminescence | Nuclear receptor coactivator 2 (Homo sapiens), Q15596 | HEK293 GAL4-SRC2 luciferase reporter | inhibition, % at 9 µM | AID 651957, 2012 | hit rate 0.17% among 370,000;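 active means inhibition above the mean inhibition of all tested compounds plus 3 SD, set per campaign, cut at about 52% in these data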;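 further: 0% = DMSO treated cells and 100% = cells given Gossypol at 36 µM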
Target sequence (Q15596 whole entry, looked up, the tested form may be a part): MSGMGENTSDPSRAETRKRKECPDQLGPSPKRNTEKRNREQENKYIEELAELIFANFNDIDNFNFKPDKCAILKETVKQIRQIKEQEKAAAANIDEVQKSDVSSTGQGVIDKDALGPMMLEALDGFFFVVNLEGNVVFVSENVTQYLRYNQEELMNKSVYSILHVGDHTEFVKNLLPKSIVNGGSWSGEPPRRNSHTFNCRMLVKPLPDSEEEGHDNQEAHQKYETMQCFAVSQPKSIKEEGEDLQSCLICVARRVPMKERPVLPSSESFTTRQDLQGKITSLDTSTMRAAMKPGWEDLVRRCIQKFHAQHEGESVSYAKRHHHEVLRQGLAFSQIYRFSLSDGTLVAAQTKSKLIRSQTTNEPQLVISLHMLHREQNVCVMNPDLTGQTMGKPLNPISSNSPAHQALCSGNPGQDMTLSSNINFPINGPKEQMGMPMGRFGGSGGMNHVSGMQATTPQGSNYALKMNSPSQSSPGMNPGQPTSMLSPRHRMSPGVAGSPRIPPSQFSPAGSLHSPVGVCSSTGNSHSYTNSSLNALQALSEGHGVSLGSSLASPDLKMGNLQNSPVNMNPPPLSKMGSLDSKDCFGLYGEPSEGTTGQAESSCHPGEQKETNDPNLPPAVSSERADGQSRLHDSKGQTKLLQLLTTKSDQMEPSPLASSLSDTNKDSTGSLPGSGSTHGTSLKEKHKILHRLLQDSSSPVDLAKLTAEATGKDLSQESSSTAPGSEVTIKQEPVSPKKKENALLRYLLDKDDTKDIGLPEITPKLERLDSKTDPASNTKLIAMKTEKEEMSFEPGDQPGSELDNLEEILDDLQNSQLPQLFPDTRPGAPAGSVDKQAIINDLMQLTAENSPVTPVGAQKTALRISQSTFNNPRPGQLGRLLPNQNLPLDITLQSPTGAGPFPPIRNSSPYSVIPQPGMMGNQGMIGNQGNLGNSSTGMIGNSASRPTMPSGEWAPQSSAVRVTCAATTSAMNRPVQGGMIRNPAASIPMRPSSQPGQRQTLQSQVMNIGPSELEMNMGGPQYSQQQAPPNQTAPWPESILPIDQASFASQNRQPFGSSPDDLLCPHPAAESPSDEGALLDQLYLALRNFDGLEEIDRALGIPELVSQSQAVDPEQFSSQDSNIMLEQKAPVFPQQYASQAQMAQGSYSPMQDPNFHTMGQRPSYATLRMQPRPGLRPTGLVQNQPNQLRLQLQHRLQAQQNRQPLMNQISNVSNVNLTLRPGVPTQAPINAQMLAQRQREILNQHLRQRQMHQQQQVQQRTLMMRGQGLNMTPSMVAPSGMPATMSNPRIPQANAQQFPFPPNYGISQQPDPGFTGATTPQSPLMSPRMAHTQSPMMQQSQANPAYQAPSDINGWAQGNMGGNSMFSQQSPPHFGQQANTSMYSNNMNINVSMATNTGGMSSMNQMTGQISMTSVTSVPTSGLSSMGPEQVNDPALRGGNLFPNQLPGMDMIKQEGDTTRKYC
NR2F2 inh: NR2F2 transcriptional activity inhibitors, primary screen, cell-based, luciferase reporter, HEK293T, luminescence | COUP transcription factor 2 (Homo sapiens), P24468 | HEK293T NGFI-A luciferase reporter | inhibition, % at 8.6 µM | hit rate 0.7% among 370,000 | AID 686940, 2013;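 active means inhibition above a per-plate cutoff, mean inhibition of test wells between control levels plus 3 SD, cut at about 38% in these data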;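 further: cells cotransfected with COUP-TFII expression vector driving the NGFI-A reporter; 0% = median of COUP-TF2 test wells and 100% = reporter-only cells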
MC4R antagonist: MC4R antagonists of cAMP signaling, primary screen, cell-based, TR-FRET, antagonist arm of biased-ligand search; MC4R-expressing cells, MTII-stimulated cAMP, LANCE TR-FRET; inhibition, % at 6.5 µM; hit rate 0.48% among 360,000; AID 540295, 2011;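 active means inhibition above its plate's cutoff, the mean of tested wells on that plate plus 3 SD, cut at about 29% in these data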;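 further: 0% = Melanotan II alone and 100% = Melanotan II plus saturating MCL0020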
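material = U2OS cells stably expressing human melanocortin 4 receptor (MC4R) | also added = Melanotan II challenge | dosing = single nominal compound dose of 6.5 µM | detection = TR-FRET with Eu-cAMP and labeled anti-cAMP, 671 nm | replication = singlicate | timing = compound 30 min, challenge 1 h, detection 1 h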
MC4R ag barr: MC4R agonists recruiting beta-arrestin, primary screen, cell-based, luminescence, agonist arm of biased-ligand search | AID 540308, 2011 | activation, % at 8.9 µM | U2OS MC4R beta-arrestin complementation; percent of melanotan II response, DMSO zero | Melanocortin receptor 4 (Homo sapiens), P32245 | hit rate 0.98% among 360,000;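 active means activation above a per-plate cutoff, the mean activation of sample wells on that plate plus 3 SD, cut at about 8% in these data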
NOD2-RIPK2 inh: NOD2-RIPK2 binding disruptors in cells, primary screen, fluorescence, CHO cells, BLA complementation | AID 624267, 2012 | CCF4 ratio | hit rate 0.38% among 360,000 | inhibition, % at 4.98 µM; in the data active means inhibition above about 21%;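 further: 0% = vehicle only and 100% = reference blocker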
NR5A2 inv ag: LRH-1 (NR5A2) inverse agonists, primary screen, cell-based, luminescence, HEK293T, StAR-luciferase reporter | hit rate 0.13% among 360,000 | inhibition, % at 3.6 µM | AID 602396, 2012 | LRH-1 transfected, 24 h;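 active means inhibition above the mean inhibition of all tested compounds plus 3 SD, cut at about 73% in these data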;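 further: 0% = DMSO wells and 100% = reporter-only cells lacking LRH-1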
SRC3 inh: SRC3 coactivator transcriptional activity inhibitors, primary screen, cell-based, luminescence. HEK293 GAL4-SRC3 luciferase reporter. inhibition, % at 3.6 µM. hit rate 0.17% among 360,000. AID 588352, 2011;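 active means inhibition above a per-campaign cutoff, the mean of all compounds plus 3 SD, cut at about 60% in these data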;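 further: 0% = DMSO-treated cells and 100% = gossypol-treated cells at 36 µM; higher means less SRC3-driven luciferase light from the GAL4 reporter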
EBV LMP1 NFkB: EBV LMP1-driven NF-kappaB luciferase reporter inhibitors, primary screen, cell-based, luminescence, single point; hit rate 0.69% among 350,000; inhibition, % at 12.5 µM; AID 504558, 2011; LMP1-induced NF-kappaB luciferase reporter cells; in the data active means inhibition above about 41%;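 further: 0% = neutral control wells and 100% = reference inhibitor control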
SRC1 inh: SRC1 coactivator transcriptional activity inhibitors, primary screen, cell-based, luminescence | hit rate 0.12% among 360,000 | inhibition, % at 3.6 µM | Nuclear receptor coactivator 1 (Homo sapiens), Q15788 | HEK293 GAL4-SRC1 luciferase reporter;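 active means inhibition above the campaign mean plus 3 SD, with each screening campaign given its own cutoff, cut at about 60% in these data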;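 further: 0% = DMSO treated cells and 100% = gossypol at 36 µM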
TLR9-MyD88 inh: inhibitors of TLR9-MyD88 association in cells, primary screen, cell-based, CHO, BLA complementation, fluorescence; Toll-like receptor 9 (Homo sapiens) + Myeloid differentiation primary response protein …; CCF4 FRET ratio; inhibition, % at 4.98 µM; hit rate 0.21% among 340,000;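 active means inhibition above the mean over all tested compounds plus 3 SD, cut at about 21% in these data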;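 further: 0% = DMSO only wells and 100% = clavulanate BLA inhibitor control wells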
The depositor's hits bear a star; . = not tested or not shown.

SMILES	ABHD5 PLIN5 PPI	SRC2 inh	NR2F2 inh	MC4R antagonist	MC4R ag barr	NOD2-RIPK2 inh	NR5A2 inv ag	SRC3 inh	EBV LMP1 NFkB	SRC1 inh	TLR9-MyD88 inh
Cc1cc(C)c2c(NC(=S)NC(=O)c3ccccc3)n[nH]c2n1	1	-6	-32	1	-2.4	-8	0	-11	7	-10	6
C/C(=N\NC(=S)Nc1ccc(C)cc1)c1cccc(N)c1	-4	-2	11	-1	-0.4	2	-16	-18	6	-10	-9
CC(=O)N/C(=C\c1ccc(F)cc1)C(=O)NC(Cc1c[nH]c2ccccc12)C(=O)O (configuration not stated)	2	2	1	2	1.0	-2	-2	15	3	-6	-31
CCc1ccc(NC(=O)NCCN2CCc3ccccc3C2)cc1	-1	-17	-15	6	0.3	-1	7	-26	-11	-14	-8
O=C(O)C1=CCCc2ccc(F)cc21	0	-12	-4	-3	-0.7	-1	15	7	3	1	-5
Cc1ccc(C2C(=O)N(C3CCCC3)CC(=O)N2CC2COc3ccccc3O2)cc1 (configuration not stated)	-6	6	-2	-3	1.7	6	4	3	1	-18	-4
COc1ccc(CCC(=O)N2CCN(S(=O)(=O)c3ccc(OC(F)(F)F)cc3)CC2)cc1	-6	15	-8	5	-1.9	8	3	0	-3	3	-15
Cc1cc(N2CCN(C(=O)c3[nH]c(C(F)(F)F)nc3-c3ccccc3)CC2)c2ccccc2n1	-8	13	-9	.	.	2	24	6	.	23	.
Cc1cccn2c(=O)c3cc(C(=O)NCCc4ccccc4)sc3nc12	-6	-10	23	0	18*	-5	14	-6	-8	-15	-2
Cc1cccc(CN2CCc3c(OCC(=O)N4CCCc5ccccc54)cccc3C2=O)c1	8	10	11	4	0.8	-2	5	1	8	-9	7
Cc1ccc(C(=O)Nc2ccc3ccccc3c2)cc1	-11	38	24	4	4.5	9	-58	-14	17	-31	-3
CCCc1cc(=O)oc2cc(OCC(=O)NCc3cccs3)ccc12	0	18	-7	15	0.5	-4	31	1	2	14	2
COCCN(C(=O)Cn1nnc2ccccc21)C(C(=O)NC1CCCC1)c1ccc(OC)cc1OC (configuration not stated)	-5	10	1	15	1.4	3	4	4	-2	18	3
Cc1ccc(-c2cc(C(=O)OCC(=O)N(C)C3CCS(=O)(=O)C3)c3ccccc3n2)c(C)c1 (configuration not stated)	0	-8	-2	20	-2.5	3	11	6	4	11	9
CCC(=O)C1=C(N2CCCC2)CC(C)(C)CC1=O	14	-50	4	0	-1.0	-6	17	-19	-5	-5	1
O=C(CSc1nc2ccccc2[nH]1)N1CCCCC1	2	-31	-22	21	-1.9	-13	-87	-78	-18	-89	-4
N#Cc1ccc(C23CC4CC(CC(C4)C2)C3)[nH]c1=O	-1	0	7	5	-0.8	-5	3	-16	-6	-8	1
CC(=O)Nc1ccc(Sc2ccccc2C(=O)Nc2ccc(F)cc2)cn1	1	-33	-5	-1	-2.7	11	0	13	11	-12	7
Cc1ccc2cc(CN(CC3CCCO3)C(=S)Nc3ccccc3)c(=O)[nH]c2c1 (configuration not stated)	-2	-1	-9	8	3.7	-2	3	11	-16	-13	-4
COc1ccc(CCN=C(N)NS(=O)(=O)c2ccccc2)cc1OC	0	11	2	0	-0.6	-6	8	2	12	-21	-8
O=C(COc1cccc(Cl)c1)Nc1cc(S(=O)(=O)N2CCOCC2)ccc1N1CCOCC1	-5	4	-2	-1	-0.1	-9	4	5	4	-1	-6
C=CCOC(=O)c1sc(NC(=O)c2ccc(OC)cc2)nc1C	0	-57	-25	9	-0.6	3	-84	-34	-25	-57	2
Cc1ccc(C(C)C)c(OCC(=O)NN=C2CCCC2)c1	2	-17	1	15	1.9	-13	-2	9	-3	0	5
CCOC(=O)C1=C(C)N=c2s/c(=C\c3cc(OC)c(OC)c(OC)c3)c(=O)n2C1/C=C/c1ccccc1 (configuration not stated)	2	22	-12	12	0.9	-3	-27	18	1	-20	-2
CC(C)CC(=O)Nc1nnc(S(=O)(=O)N2CCc3ccccc32)s1	-7	-23	-4	-7	0.3	3	5	1	2	2	-3
CCOC(=O)CNC(=O)C1CCCN(c2ncccn2)C1 (configuration not stated)	2	3	-7	-2	-2.4	-3	13	17	-3	12	-2
O=C(NCCCN1CCN(c2ccc(F)cc2)CC1)C1CCCN(c2ncnc3c2nc2n3CCCCC2)C1 (configuration not stated)	0	11	7	3	-2.4	-4	9	-24	9	1	-20
CC1CCN(c2ccc(C(=O)O)cc2N)CC1	5	-5	-3	4	0.1	2	-16	13	0	-8	-7
C=CCNC(=O)c1onc(CSc2ccc(F)c(F)c2)c1C(=O)O	-4	8	9	4	-1.5	-7	14	-10	-1	-20	4
Cc1ccccc1C(=O)c1cccn1CC(=O)NCc1ccco1	-2	-22	-9	-2	-1.9	-6	-15	-27	-4	-15	-5

Look-ups from the entries so far:
Entry for `Cc1ccccc1C(=O)c1cccn1CC(=O)NCc1ccco1` under MC4R antagonist: -2
Entry for `CCOC(=O)CNC(=O)C1CCCN(c2ncccn2)C1` (configuration not stated) under NR5A2 inv ag: 13

Following part
SMILES	ABHD5 PLIN5 PPI	SRC2 inh	NR2F2 inh	MC4R antagonist	MC4R ag barr	NOD2-RIPK2 inh	NR5A2 inv ag	SRC3 inh	EBV LMP1 NFkB	SRC1 inh	TLR9-MyD88 inh
COc1ccc(NC(=O)CSCC(=O)N=c2sccn2C)cc1	-2	12	3	-1	-0.3	-10	9	-4	1	-8	-9
CC(SC(=S)N1CCOCC1)C(=O)O (configuration not stated)	2	-25	13	1	0.9	-7	-33	-32	-2	15	3
COc1cccc(NC(=O)c2nc3ncccn3n2)c1	5	-27	9	2	-1.7	-3	2	9	-7	-13	9
ClCCn1c(CCl)nc2ccc(Cl)cc21	-2	4	-9	2	-0.9	-1	10	10	-1	-5	-10
CCN(Cc1nc2ccccc2c(=O)[nH]1)C(=O)c1cccc(NC(=O)c2cccs2)c1	-5	-7	5	13	0.5	5	-7	-8	2	-5	-7
CCOC(=O)c1c(C)oc(/N=C/c2ccccc2O)c1C#N	4	-13	-5	-2	-0.1	4	-6	0	-3	-21	-3
COc1ccc(Cl)cc1S(=O)(=O)N1CCN(C(=O)c2ccco2)CC1	-1	-5	9	0	1.8	4	-4	-49	-8	7	1
O=C(C[C@H]1C=C[C@H](NC(=O)Nc2ccccc2F)[C@@H](CO)O1)NCc1ccc(-c2ccccc2)cc1	7	-2	2	.	.	-32	18	.	.	.	.
CCC(CC)c1nnc(NC(=O)c2ccc3ccccc3n2)s1	-4	-66	-55	15	0.4	2	-129	-87	-51	-96	0
O=C(CNc1cccc(S(=O)(=O)N2CCCCC2)c1)Nc1ccccc1F	0	-3	-3	3	-4.4	-4	4	-21	0	4	-3
O=C(COC(=O)c1ccc(S(=O)(=O)N2CCCCC2)cc1)NCc1ccc(F)cc1	-8	0	-9	-3	-0.3	0	4	0	1	-20	4
CN(C)S(=O)(=O)c1cccc(NC(=O)CSc2cccc3cccnc23)c1	-10	18	6	7	-2.3	-10	-24	2	2	-8	-1
O=c1[nH]c(C2CCCN(S(=O)(=O)c3ccccc3)C2)nc2c1nnn2Cc1ccc2c(c1)OCCO2 (configuration not stated)	-9	6	16	-4	-0.6	1	0	-4	-2	-1	-4
COC(=O)c1ccc(Oc2coc3cc(OCc4cnn(-c5ccccc5)c4)ccc3c2=O)cc1	-1	-1	-15	-3	0.9	-10	15	6	11	-6	-2
Cc1ccc(S(=O)(=O)N2CCN(C(=O)COC(=O)/C=C/c3ccc(C(F)(F)F)cc3)CC2)c(C)c1	-5	-3	0	9	4.0	-10	-13	10	3	-19	1
OC(CNC1Cc2ccccc2C1)COc1ccc(F)cc1 (configuration not stated)	-1	-9	-9	1	3.3	-9	6	22	-1	17	-11
Cc1ccc(CNC(=O)C2CCCN2C(=O)Nc2ccccc2)cc1 (configuration not stated)	5	-8	0	-3	2.1	-3	-1	10	9	15	-20
CN(CCOc1ccccc1)C(=O)c1ccc(Cl)c(S(=O)(=O)N2CCCCC2)c1	-5	-33	-8	-6	1.4	-2	4	14	6	-11	9
COc1cccc(-c2nnc3n2N=C(C(C)(C)C)CS3)c1	-1	73*	45*	4	-1.1	-8	46	66*	65*	67*	-7
CC1CCCCC12NC(=O)N(CC(=O)N1CCc3ccccc31)C2=O (configuration not stated)	-6	13	10	-1	-2.2	9	14	-3	-3	-8	-9
COc1ccc2c(c1)cc1c(=O)n(CC(=O)NC(C)CCc3ccccc3)nc(C)n12 (configuration not stated)	3	-17	2	-3	1.8	-3	-5	6	-4	-1	-45
Cc1c(Cc2ccccc2)c(=O)oc2c(C)c(OC(C)C(=O)NCC3CCC(C(=O)O)CC3)ccc12 (configuration not stated)	6	-10	1	14	-1.4	12	-5	14	-9	-16	4
COc1cc(Nc2ccn3nc(-c4ccccc4Cl)cc3n2)cc(OC)c1OC	-4	-12	-28	16	-0.8	-1	-34	-26	.	-12	.
O=C(CSc1nnc(-c2cc(-c3cccs3)nc3ccccc23)o1)NC1CCCCC1	-1	16	6	8	-0.4	7	-9	-31	12	-5	-13
COC(=O)c1cn(NC(=O)c2ccc(OC)c([N+](=O)[O-])c2)c(=O)c2ccccc12	-6	-3	-1	1	-1.1	-7	10	11	0	9	-3
O=C(Cn1nnc(-c2ccncc2)n1)NCCc1ccccc1	4	6	12	11	0.0	-5	-1	2	-4	8	-3
CCOC(=O)N1CCN(c2cc(=O)n(-c3ccc(OC)cc3)c(=O)[nH]2)CC1	18	17	-1	16	-2.1	-6	-23	-7	-9	-6	2
CCCc1cc(C(=O)Nc2cc(OC)ccc2OC)cs1	2	-9	-31	-1	1.5	-5	6	-5	0	-8	-5
COCCc1ncc(CN2CCCCC2C(=O)Nc2ccc(Oc3ccccc3)nc2)cn1 (configuration not stated)	-9	-16	10	1	-3.0	-5	10	9	-6	-5	5
COC(=O)c1ccc(Oc2ccc(C(F)(F)F)cn2)cc1	-1	-32	-1	0	1.4	-6	7	-23	7	-11	5

Not all compounds are listed (hit frequency here may not be typical).
